Compound activity (PubChem)
MEKK2mut PB1 HTS – MEK5 binding signal on mutant MEKK2 PB1, primary screen, biochemical, multiplex bead flow cytometry, Alexa488-MEK5; Alexa488-MEK5 binding to MEKK2 mutant; percent response, % at 10 µM; 0.35% of 290,000 active; AID 1530, 2009; in the data active = percent response above about 24%, passing the limit was not always enough; also: inactives centre near 1; some results filed as inactive read as strong as hits; reference of the scale not given here
MEKK2 WT-MEK5 – modulators of MEK5 binding to wildtype MEKK2, primary screen, biochemical, multiplex bead flow cytometry, Alexa488-MEK5 | AID 1531, 2009 | binding response (% of control), % at 10 µM | Mitogen-activated protein kinase kinase kinase 2 (Homo sapiens), Q9Y2U5 | Alexa488-MEK5 binding to MEKK2 WT; actives lie on both sides | 1.1% of 290,000 active; in the data active = binding response below about 67% or above about 130%
NALP1 inh – NALP1 inflammasome inhibitors in reconstituted yeast, colorimetric, S. cerevisiae, triplicate retest | 0.61% of 280,000 active | inhibition, % at 10 µM | AID 2071, 2009 | S. cerevisiae NALP1/ASC/caspase-1 growth, X-gal OD620, 72 h; in the data active = inhibition mostly above about 24%, no sharp cut-off; inactive = mostly below about 32%; also: some compounds called inactive have numbers as strong as hits
V1R ag counter – agonists of human V1a receptor, primary screen, counter-screen for OXTR agonist project, fluorescence, CHO-V1R cells; Fluo-8 calcium fluorescence, agonist mode; 0% DMSO, 100% 3 nM vasopressin; activation, % at 3 µM; 0.25% of 320,000 active;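 active = activation above the mean activation of all tested compounds plus 3 SD, per screening run, cut at about 20% in these data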;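 also: signal is peak over basal fluorescence ratio across a 100 second FLIPR read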
Target sequence (P37288 whole entry, looked up): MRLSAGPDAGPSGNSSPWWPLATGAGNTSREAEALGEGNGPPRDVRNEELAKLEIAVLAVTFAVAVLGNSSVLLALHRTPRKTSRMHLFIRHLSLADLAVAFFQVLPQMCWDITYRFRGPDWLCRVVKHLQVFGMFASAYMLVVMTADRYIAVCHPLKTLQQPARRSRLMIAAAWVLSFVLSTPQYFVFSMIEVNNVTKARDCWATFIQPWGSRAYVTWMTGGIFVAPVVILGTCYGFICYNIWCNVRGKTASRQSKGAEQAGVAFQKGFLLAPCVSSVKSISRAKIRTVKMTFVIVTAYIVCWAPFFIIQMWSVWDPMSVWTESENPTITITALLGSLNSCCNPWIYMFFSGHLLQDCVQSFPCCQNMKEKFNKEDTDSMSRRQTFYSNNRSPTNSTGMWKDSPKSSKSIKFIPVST
GPR7 antag – GPR7 receptor antagonists, primary screen, cell-based, fluorescence, single concentration; Neuropeptides B/W receptor type 1 (Homo sapiens), P48145; GPR7-expressing cells, fluorescence antagonist assay; inhibition, % at 4.4 µM; 1.1% of 290,000 active; in the data active = inhibition above about 16%, passing the limit was not always enough;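 also: cells stimulated with the agonist NPW; 0% = agonist with vehicle and 100% = vehicle without agonist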
Target sequence (P48145 whole entry, looked up): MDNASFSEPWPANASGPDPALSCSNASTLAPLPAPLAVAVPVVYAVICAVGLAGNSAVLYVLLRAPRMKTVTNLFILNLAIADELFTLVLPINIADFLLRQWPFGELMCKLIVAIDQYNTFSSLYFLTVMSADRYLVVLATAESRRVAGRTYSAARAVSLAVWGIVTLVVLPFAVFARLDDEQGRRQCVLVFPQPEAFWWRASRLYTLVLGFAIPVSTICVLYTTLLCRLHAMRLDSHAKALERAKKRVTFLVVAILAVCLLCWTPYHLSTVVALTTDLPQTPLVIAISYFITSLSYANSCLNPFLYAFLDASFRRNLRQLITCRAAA
MEKK3 PB1 HTS – modulators of MEKK3-MEK5 PB1 binding, primary screen, biochemical, wildtype MEKK3, multiplex bead flow cytometry, Alexa488-MEK5; binding response (% of control), % at 10 µM; bead-based flow cytometry, Alexa488-MEK5 binding to MEKK3; actives lie on both sides; 0 = blocked by unlabeled MEK5, 100 = vehicle; AID 1529, 2009; Mitogen-activated protein kinase kinase kinase 3 (Homo sapiens), Q99759; 1.4% of 290,000 active;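 active = binding response more than 3 SD above or below the average of its plate-row segment, actives on both sides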;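 also: Alexa488 bead fluorescence after subtracting the streptavidin-only scavenger bead signal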
PHOSPHO1 block – PubChem AID 1565. Phosphoethanolamine/phosphocholine phosphatase (Homo sapiens), Q8TCT1. recombinant PHOSPHO1, absorbance phosphatase assay. inhibition, % at 13.3 µM. 1.1% of 290,000 active; in the data active = inhibition above about 60%
OXTR ag – human OXTR agonists, primary screen, fluorescence, CHO-OTR cells, Fluo-8 calcium. Oxytocin receptor (Homo sapiens), P30559. Fluo-8 calcium fluorescence; normalized: DMSO 0%, oxytocin 100%. activation, % at 3 µM. 0.32% of 320,000 active;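 active = activation above the mean of all tested compounds plus 3 SD, cutoff set per screening run, cut at about 20% in these data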;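 also: peak over basal fluorescence ratio from a 100 s FLIPR kinetic read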
GalR3 antagonist – GalR3 antagonists in HEK293 cells, primary screen, cell-based, fluorescence readout. AID 651719, 2012. inhibition, % at 3 µM. HEK293 GalR3-CNG cAMP membrane potential fluorescence; galR3 body fused to GalR1 C-terminus. Galanin receptor type 3 (Homo sapiens), O60755. 0.44% of 360,000 active;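 active = inhibition above the screen-wide average plus 3 SD, cut at about 13% in these data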;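 also: forskolin and galanin both at EC90 stimulate the cells; cAMP rise reported by CNG channel membrane potential dye signal; 0% = forskolin plus galanin with DMSO and 100% = forskolin alone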
Target sequence (O60755 1-299 limits assumed): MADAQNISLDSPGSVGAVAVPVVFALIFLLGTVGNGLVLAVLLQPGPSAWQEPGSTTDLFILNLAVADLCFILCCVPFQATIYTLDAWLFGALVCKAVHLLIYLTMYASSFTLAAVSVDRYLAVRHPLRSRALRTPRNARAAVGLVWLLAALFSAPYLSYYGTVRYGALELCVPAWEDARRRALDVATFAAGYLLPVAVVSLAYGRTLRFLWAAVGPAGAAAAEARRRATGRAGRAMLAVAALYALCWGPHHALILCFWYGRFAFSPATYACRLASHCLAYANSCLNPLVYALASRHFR
* hit, by the source's call; [ ] = remark or other dose.

`COc1ccc(S(=O)(=O)NCC(=O)N(CC(=O)NCC2CCCO2)c2c(C)cccc2C)cc1` (configuration not stated) gave MEKK2mut PB1 HTS 3, MEKK2 WT-MEK5 103, NALP1 inh -3, V1R ag counter -0.1, GPR7 antag 0, MEKK3 PB1 HTS 102, PHOSPHO1 block -6, OXTR ag -1.1 and GalR3 antagonist -1.
`CCOc1ccc(NC(=O)CN(C)CC(=O)Nc2ccc(Br)cc2F)cc1OCC` gave MEKK2mut PB1 HTS 2, MEKK2 WT-MEK5 103, NALP1 inh 2, V1R ag counter -0.9, GPR7 antag -6, MEKK3 PB1 HTS 105, PHOSPHO1 block -8, OXTR ag 0.2 and GalR3 antagonist 4.
Screening Cc1ccc(CCNC(=O)C2CCN(S(=O)(=O)c3cccc4cccnc34)CC2)cc1 returned MEKK2mut PB1 HTS 1, MEKK2 WT-MEK5 101, NALP1 inh 8, V1R ag counter 3.3, GPR7 antag -8, MEKK3 PB1 HTS 100, PHOSPHO1 block 41, OXTR ag 2.2 and GalR3 antagonist 2.
For COc1ccc(OC)c(NC(=O)C(=O)c2cn(CC(=O)N3CCCC3)c3ccccc23)c1 the results were MEKK2mut PB1 HTS 2, MEKK2 WT-MEK5 105, NALP1 inh 16, V1R ag counter 0.0, GPR7 antag -7, MEKK3 PB1 HTS 103, PHOSPHO1 block 34, OXTR ag -1.0 and GalR3 antagonist -5.
Screening O=C1CC(NCc2ccc3c(c2)OCO3)C(=O)N1Cc1ccc2c(c1)OCO2 (configuration not stated) returned MEKK2mut PB1 HTS 1, MEKK2 WT-MEK5 102, NALP1 inh 14, V1R ag counter 0.4, GPR7 antag -3, MEKK3 PB1 HTS 99, PHOSPHO1 block 10, OXTR ag -0.2 and GalR3 antagonist -4.
COC(=O)c1ccc(NC(=O)C2CCCCC2C(=O)O)cc1 (configuration not stated) was read as MEKK2mut PB1 HTS -2, MEKK2 WT-MEK5 95, NALP1 inh -8, V1R ag counter 0.4, GPR7 antag -6, MEKK3 PB1 HTS 92, PHOSPHO1 block 42, OXTR ag 0.4 and GalR3 antagonist -5.
For CCOc1ccc(N2C(=O)CC(N3CCN(c4ccc([N+](=O)[O-])cc4)CC3)C2=O)cc1 (configuration not stated) the results were MEKK2mut PB1 HTS 9, MEKK2 WT-MEK5 116, NALP1 inh -35, V1R ag counter 3.4, GPR7 antag -4, MEKK3 PB1 HTS 107, OXTR ag 0.2 and GalR3 antagonist -8.
Screening COc1cc(NC(=S)NCC2CCCO2)c(OC)cc1Cl (configuration not stated) returned MEKK2mut PB1 HTS -3, MEKK2 WT-MEK5 99, NALP1 inh 9, V1R ag counter 0.4, GPR7 antag -3, MEKK3 PB1 HTS 99, PHOSPHO1 block -5, OXTR ag -0.8 and GalR3 antagonist -5.
`CC1(C)CC(=O)C(C2NCCc3ccccc32)=C(O)C1` (configuration not stated) gave MEKK2mut PB1 HTS 7, MEKK2 WT-MEK5 103, NALP1 inh 0, V1R ag counter 0.2, GPR7 antag -3, MEKK3 PB1 HTS 103, PHOSPHO1 block 2, OXTR ag 0.0 and GalR3 antagonist 0.
Cc1ccc(OCC(=O)NNC(=O)c2cc(C)[nH]n2)cc1 was read as MEKK2mut PB1 HTS -2, MEKK2 WT-MEK5 96, NALP1 inh 40, V1R ag counter 0.4, GPR7 antag -6, MEKK3 PB1 HTS 100, PHOSPHO1 block 9, OXTR ag 0.2 and GalR3 antagonist -4.
COC(CNS(=O)(=O)c1cc2c3c(c1)CCN3C(=O)CC2)OC was read as MEKK2mut PB1 HTS 3, MEKK2 WT-MEK5 104, NALP1 inh 25, V1R ag counter -0.7, GPR7 antag -5, MEKK3 PB1 HTS 110, PHOSPHO1 block 34, OXTR ag 0.3 and GalR3 antagonist -8.
`CCN1CCN(C(=O)c2ccc(C(F)(F)F)cc2)CC1` gave MEKK2mut PB1 HTS 2, MEKK2 WT-MEK5 103, NALP1 inh -5, V1R ag counter -0.5, GPR7 antag 3, MEKK3 PB1 HTS 104, PHOSPHO1 block 15, OXTR ag 0.9 and GalR3 antagonist -5.
Screening COc1cccc2c(=O)c3cccc(N)c3[nH]c12 returned MEKK2mut PB1 HTS -3, MEKK2 WT-MEK5 100, NALP1 inh 15, V1R ag counter -0.2, GPR7 antag -6, MEKK3 PB1 HTS 99, PHOSPHO1 block 23, OXTR ag -1.1 and GalR3 antagonist -2.
`CCc1ccc(S(=O)(=O)NCc2cccnc2)cc1` gave MEKK2mut PB1 HTS 0, MEKK2 WT-MEK5 107, NALP1 inh 14, V1R ag counter 2.7, GPR7 antag -5, MEKK3 PB1 HTS 100, OXTR ag 0.3 and GalR3 antagonist -6.
For COc1ccc(OC)c(NC(=O)CSc2nnc(-c3ccco3)o2)c1 the results were MEKK2mut PB1 HTS 1, MEKK2 WT-MEK5 104, NALP1 inh 26, V1R ag counter 1.1, GPR7 antag -6, MEKK3 PB1 HTS 100, PHOSPHO1 block 26, OXTR ag 1.0 and GalR3 antagonist 0.

Random excerpt: 3 records from the list.
COC(=O)c1ccc(NC(=O)C2CCCCC2C(=O)O)cc1 (configuration not stated) was read as MEKK2mut PB1 HTS -2, MEKK2 WT-MEK5 95, NALP1 inh -8, V1R ag counter 0.4, GPR7 antag -6, MEKK3 PB1 HTS 92, PHOSPHO1 block 42, OXTR ag 0.4 and GalR3 antagonist -5.
`CC1(C)CC(=O)C(C2NCCc3ccccc32)=C(O)C1` (configuration not stated) gave MEKK2mut PB1 HTS 7, MEKK2 WT-MEK5 103, NALP1 inh 0, V1R ag counter 0.2, GPR7 antag -3, MEKK3 PB1 HTS 103, PHOSPHO1 block 2, OXTR ag 0.0 and GalR3 antagonist 0.
`CCOc1ccc(NC(=O)CN(C)CC(=O)Nc2ccc(Br)cc2F)cc1OCC` gave MEKK2mut PB1 HTS 2, MEKK2 WT-MEK5 103, NALP1 inh 2, V1R ag counter -0.9, GPR7 antag -6, MEKK3 PB1 HTS 105, PHOSPHO1 block -8, OXTR ag 0.2 and GalR3 antagonist 4.

(list continues)
`Cc1cccc(N(C(=O)c2nsc(Cl)c2Cl)C(C(=O)NC2CCCC2)c2ccc(O)cc2)c1` (configuration not stated) gave MEKK2mut PB1 HTS 0, MEKK2 WT-MEK5 106, NALP1 inh 12, V1R ag counter 0.6, GPR7 antag -8, MEKK3 PB1 HTS 118, PHOSPHO1 block -18, OXTR ag -3.0 and GalR3 antagonist 2.
Screening CC(Sc1nc(-c2ccc(F)cc2)cs1)C(=O)N1c2ccccc2CC1C (configuration not stated) returned MEKK2mut PB1 HTS 3, MEKK2 WT-MEK5 100, NALP1 inh 33, V1R ag counter -0.1, GPR7 antag -7, MEKK3 PB1 HTS 105, PHOSPHO1 block -12, OXTR ag -1.0 and GalR3 antagonist -5.
For Cc1nc2ccc(NS(=O)(=O)c3ccc4c(c3)OCCO4)cc2s1 the results were MEKK2mut PB1 HTS 6, MEKK2 WT-MEK5 112, NALP1 inh 13, V1R ag counter 12, GPR7 antag 15, MEKK3 PB1 HTS 109, PHOSPHO1 block -8, OXTR ag 16 and GalR3 antagonist 102*.
Screening O=C(COC(=O)Cc1ccsc1)NCC1CCCCC1 returned MEKK2mut PB1 HTS 7, MEKK2 WT-MEK5 115, NALP1 inh 10, V1R ag counter -0.9, GPR7 antag -14, MEKK3 PB1 HTS 103, PHOSPHO1 block -5, OXTR ag -1.2 and GalR3 antagonist -6.
Screening Cc1cc(SCC(=O)NC2CCCC2)nc2ccccc12 returned MEKK2mut PB1 HTS 2, MEKK2 WT-MEK5 102, NALP1 inh 15, V1R ag counter -0.4, GPR7 antag 2, MEKK3 PB1 HTS 103, PHOSPHO1 block 16, OXTR ag -0.9 and GalR3 antagonist -10.
`COc1ccc(C(=S)N2CCN(S(=O)(=O)c3ccccc3)CC2)cc1` gave MEKK2mut PB1 HTS -3, MEKK2 WT-MEK5 99, NALP1 inh 4, V1R ag counter 0.8, GPR7 antag -11, MEKK3 PB1 HTS 99, PHOSPHO1 block 17, OXTR ag 1.5 and GalR3 antagonist -9.
For Cc1cc(C)cc(N(C(C)C(=O)N2CCCC2)S(C)(=O)=O)c1 (configuration not stated) the results were MEKK2mut PB1 HTS 2, MEKK2 WT-MEK5 106, NALP1 inh 3, V1R ag counter -0.8, GPR7 antag -3, MEKK3 PB1 HTS 106, PHOSPHO1 block -7, OXTR ag 0.0 and GalR3 antagonist -10.
COC(=O)c1cc(NC(=O)c2cccc(Cl)c2)c(=O)oc1/C=C/Nc1cc(C)cc(C)c1 was read as MEKK2mut PB1 HTS 558*, NALP1 inh -34, V1R ag counter 14, GPR7 antag -2, MEKK3 PB1 HTS 68*[inhibitor], PHOSPHO1 block 41 and OXTR ag 9.9.
Screening Cc1ccc(NC(=O)CSc2nnc(C)n2-c2ccccc2)cc1 returned MEKK2mut PB1 HTS 5, MEKK2 WT-MEK5 110, NALP1 inh -1, V1R ag counter 0.9, GPR7 antag -9, MEKK3 PB1 HTS 110, PHOSPHO1 block 3, OXTR ag -0.9 and GalR3 antagonist 0.
Screening COc1cc(/C=C2/CC/C(=C/c3ccc(O)c(OC)c3)C2=O)ccc1O returned MEKK2mut PB1 HTS 5, MEKK2 WT-MEK5 89, V1R ag counter 13, GPR7 antag -5, MEKK3 PB1 HTS 101, PHOSPHO1 block 12, OXTR ag 15 and GalR3 antagonist 1.
Cc1cc(C)nc(SCC(=O)c2ccc(Cl)cc2)n1 was read as MEKK2mut PB1 HTS 7, MEKK2 WT-MEK5 114, NALP1 inh 5, V1R ag counter -1.1, GPR7 antag -4, MEKK3 PB1 HTS 106, PHOSPHO1 block 27, OXTR ag -1.3 and GalR3 antagonist -11.
Screening Cc1nc(SCC(=O)N2CCCCC2)c2c(C)c(C)sc2n1 returned MEKK2mut PB1 HTS -3, MEKK2 WT-MEK5 99, NALP1 inh 21, V1R ag counter 5.8, GPR7 antag -11, MEKK3 PB1 HTS 103, PHOSPHO1 block 16, OXTR ag 9.4 and GalR3 antagonist 1.
`O=C(CSc1ccc(Cl)cc1)Nc1ccc(C2SCCS2)cc1` gave MEKK2mut PB1 HTS 1, MEKK2 WT-MEK5 104, NALP1 inh 3, V1R ag counter -0.6, GPR7 antag -7, MEKK3 PB1 HTS 103, PHOSPHO1 block 19, OXTR ag -0.7 and GalR3 antagonist -1.
COc1ccc(-c2c(C)c3ccc(O)cc3oc2=O)cc1OC was read as MEKK2mut PB1 HTS -4, MEKK2 WT-MEK5 100, NALP1 inh 22, V1R ag counter 1.0, GPR7 antag 16, MEKK3 PB1 HTS 101, PHOSPHO1 block 34, OXTR ag -0.9 and GalR3 antagonist -7.
